Assay outcomes (PubChem)
AMA1 RON2 block: qHTS for Inhibitors of AMA1-RON; Towards Development of Antimalarial Drug Lead: Primary Screen; Plasmodium falciparum AMA1 (3D7) - RON2 peptide interaction; AlphaScreen AMA1-biotinylated RON2 peptide binding; Potency, µM (doses to about 58.2 µM), for the others: at the top dose activity change, negative = inhibition, most hits filed as inhibitors; actives 0.2% (n = 360,000); AID 720542, 2013;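 also: potency is read from the fitted curve at half-maximal effect; 0% = vehicle wells and -100% = peptide control; nearly all actives have a fitted effect of over 45% in size; some results filed as inactive show a strong effect at the top dose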
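AMA1 (3D7) with his tag at 25 nM final met compounds first, then biotinylated RON2 peptide at 25 nM; detection used donor plus acceptor beads, 10 µg/mL apiece, read by AlphaScreen after 30 min at room temperature.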
AmpC inh detg: qHTS Inhibitors of AmpC Beta-Lactamase (assay with detergent); P00811; AmpC hydrolysis of nitrocefin, absorbance 480 nm, 0.01% Triton; Potency, µM (highest dose often 114 µM), for inactives: top-dose activity change, negative = inhibition, actives largely listed as inhibitors; actives 0.041% (n = 370,000); AID 485294, 2010;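 also: potency is read from the fitted curve at half-maximal effect; 0% = no-compound wells and -100% = no-enzyme wells; nearly all actives have a fitted effect of over 25% in size; some results filed as inactive show a strong effect at the top dose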
Target sequence (P00811 whole entry, looked up): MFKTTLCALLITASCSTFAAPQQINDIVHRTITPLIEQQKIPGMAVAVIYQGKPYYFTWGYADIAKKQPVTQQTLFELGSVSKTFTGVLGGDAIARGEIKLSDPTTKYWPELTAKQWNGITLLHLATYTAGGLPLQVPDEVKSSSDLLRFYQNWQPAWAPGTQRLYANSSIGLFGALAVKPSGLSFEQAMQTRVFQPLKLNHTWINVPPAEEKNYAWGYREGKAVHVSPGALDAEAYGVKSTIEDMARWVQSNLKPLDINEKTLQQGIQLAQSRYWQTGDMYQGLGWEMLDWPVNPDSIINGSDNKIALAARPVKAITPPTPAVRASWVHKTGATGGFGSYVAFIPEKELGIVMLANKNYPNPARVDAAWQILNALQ
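20 mM phosphate pH 7.0 + 0.01% (detergent screen) or 0.0001% Triton X-100; 5.3 nM AmpC reagent; cpd preinc 15 min RT; nitrocefin (800 uM stock) to start; A480 q20 s × 4 min; Activity was normalised to no-enzyme and no-compound control wells.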
AmpC inh no detg: qHTS Inhibitors of AmpC Beta-Lactamase (assay without detergent); AmpC nitrocefin hydrolysis, absorbance 480 nm, 0.0001% Triton; actives 0.52% (n = 330,000); P00811; Potency, µM (series often up to 57.1 µM), for inactives: at the top dose activity change, negative = inhibition, actives largely listed as inhibitors; AID 485341, 2010;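 also: potency is read from the fitted curve at half-maximal effect; plate controls were no compound for no effect and no enzyme for full effect; nearly all actives have a fitted effect of over 20% in size; some results filed as inactive show a strong effect at the top dose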
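AmpC (5.3 nM in the dispensed reagent) in 20 mM phosphate pH 7.0 with 0.01% (detergent screen) or 0.0001% Triton X-100 was preincubated with compounds for 15 min at room temperature. Nitrocefin was then added from an 800 uM solution, and hydrolysis was followed at 480 nm.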
HCV inh: qHTS Assay for Inhibitors of Hepatitis C Virus (HCV) | actives 3.4% (n = 340,000) | AID 651820, 2012 | Huh7.5.1 HCVcc-Cre infection, luciferase reporter, 44 h | Potency, µM (highest dose often 41.8 µM), without a hit: at the highest dose activity change, negative = inhibition, usual class: inhibitors; also: potency is read from the fitted curve at half-maximal effect
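Infectious HCV cell culture screen: compound-treated cells (1,000/well, pre-plated 4 h) are infected with HCVcc-Cre at roughly 0.5 moi and grown 44 h. Infection is quantified by luciferase signal after 15 min substrate incubation at room temperature.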
HCMV inh: qHTS Assay for inhibitors of the human cytomegalovirus (HCMV) | activity change, negative = inhibition, % at 57.5 µM | actives 4.5% (n = 410,000) | AID 1259415, 2018 | HFF cells, HCMV-luciferase reporter, 72 h; stronger effect = lower value; in the data active = activity change below about -60%; inconclusive = no clear call, values can overlap the other calls; inactive = above about -39%
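HFF cells seeded 16 h at 37C, treated with compounds, infected with luciferase-reporter HCMV at MOI 1 PFU/cell; luciferase read at 72 h post infection, normalized to buffer-only and Salinomycin controls.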
LmPK inhibitor: qHTS Assay for Inhibitors of Leishmania Mexicana Pyruvate Kinase (LmPK); Q27686; purified LmPK, Kinase-Glo ATP luminescence, 1 h; Potency, µM (highest dose often 57.5 µM), for inactives: top-dose activity change, negative = inhibition, usual class: inhibitors; actives 0.37% (n = 290,000); also: potency is read from the fitted curve at half-maximal effect
Target sequence (Q27686 whole entry, looked up): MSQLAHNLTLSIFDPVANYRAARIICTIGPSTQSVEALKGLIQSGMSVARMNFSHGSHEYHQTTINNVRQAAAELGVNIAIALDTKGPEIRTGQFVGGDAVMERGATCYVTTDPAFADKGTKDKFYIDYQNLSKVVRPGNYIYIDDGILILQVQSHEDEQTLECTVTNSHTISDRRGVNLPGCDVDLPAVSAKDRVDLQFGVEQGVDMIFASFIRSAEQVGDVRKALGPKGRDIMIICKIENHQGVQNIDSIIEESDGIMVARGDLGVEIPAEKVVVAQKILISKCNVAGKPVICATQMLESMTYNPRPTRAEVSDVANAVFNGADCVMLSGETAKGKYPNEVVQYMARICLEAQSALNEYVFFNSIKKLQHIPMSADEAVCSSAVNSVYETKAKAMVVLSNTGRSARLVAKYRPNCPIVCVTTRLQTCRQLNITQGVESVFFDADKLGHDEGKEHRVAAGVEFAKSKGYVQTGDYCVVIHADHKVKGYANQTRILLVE
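Purified LmPK (0.1 nM) with 0.5 mM PEP and 0.1 mM ADP in imidazole buffer pH 7.2 with MgCl2/KCl, 1 h at room temperature. ATP formed was read by luciferase luminescence and normalized to no-enzyme and uninhibited controls.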
Tb PYK inh: qHTS of Trypanosoma Brucei Inhibitors. pyruvate kinase (Trypanosoma brucei), Q57TT1. TbPYK enzyme, Kinase-Glo Plus ATP luminescence, 45 min. Potency, µM (highest dose often 76.8 µM), for inactives: top-dose activity, negative = inhibition, hits mostly inhibitors. actives 0.12% (n = 410,000). AID 624173, 2012; also: potency is read from the fitted curve at half-maximal effect; nearly all actives have a fitted effect of over 50% in size
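Luminescent Kinase-Glo Plus end-point after 45 min room-temperature reaction of T. brucei pyruvate kinase started with 130 uM ADP (final). Buffer TEA 50 mM pH 7.2 with KCl, MgCl2, BSA, Tween-20; titration-based qHTS with fitted concentration-effect curves.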
Numbers without * were called inactive; ? = inconclusive; . = no result given; [ ] = remark or other dose. Unless noted, calls follow the shape of the dose curve; as a rule, active = well fitted curve in the direction sought with a large enough effect; inconclusive = small, poorly fitted or top-dose-only effect, or another doubt; inactive = no such curve, though single readings can be large; an effect the other way counts as inactive or inconclusive. Unless noted, % is scaled to controls: 0 for no effect and ±100 for the full control effect.

Compound	AMA1 RON2 block	AmpC inh detg	AmpC inh no detg	HCV inh	HCMV inh	LmPK inhibitor	Tb PYK inh
Cc1nn(-c2ccc(Cl)nn2)c(=O)c2ccccc12	-21%	-13%	-18%	9%	31	-3%	-1%
CC(C)Cc1cc(C(=O)Nc2ccc(Br)cc2)no1	0%	-2%	-15%	-22%	-5	-5%	8%
COc1cc(/C=C/C(=O)OC(C)C(=O)Nc2c(C)n(C)n(-c3ccccc3)c2=O)ccc1O (stereo not drawn)	-1%	-7%	-17%	8%	-21	.	-1%
COc1ccc2nc3oc(C(=O)N4CCN(c5cc(C)ccc5C)CC4)cc3cc2c1	.	-2%	.	.	50	.	8%
CCCCCc1cc(=O)oc2c(C(CCN3CCCCC3)c3ccc(OC)cc3)c(OC)cc(OC)c12 (stereo not drawn)	-22%	6%	129%[activator]	?	7	4%	1%
CCCS(=O)(=O)NC(=O)C1(C)CCN(C(=O)c2cc(-c3cccs3)oc2C)C1 (stereo not drawn)	1%	.	.	.	20	.	-11%
O=c1c2ccccc2nc(-c2ccccc2Cl)n1O	-3%	-10%	-21%	3%	-31	7%	-8%
Cc1ccc(NC(=O)C2CCN(C(=O)c3cnn(-c4ccccc4)c3-n3cccc3)CC2)cc1	.	14%	.	.	-16	.	-1%
CC1(C)Nc2ccc(O)cc2-c2c1ssc2=S	?	-11%	-30%	?	-40	0%	-21%
CCOC(=O)C1CCN(C(=O)C2CCN(S(=O)(=O)c3c(C)noc3C)CC2)CC1	-4%	2%	18%	14%	-18	-1%	2%
O=C(CCCN1C(=O)c2ccccc2C1=O)NC1CCCCCC1	-2%	-1%	-14%	-14%	10	-1%	5%
COc1ccc(C(=O)N2[C@@H](C(C)C)COc3cc(Br)ccc3S2(=O)=O)cc1	-2%	.	.	?	5	.	5%
NNC(=O)C(=O)Nc1ccc(O)cc1	42%[activator]	8%	-28%	13%	0	-4%	3%
CCOc1ccc(Br)cc1S(=O)(=O)NC1=NCCCCC1	15%	.	-1%	-7%	-64*	.	-4%
COc1cccc(/C=C/C(=O)N2CC(C)OC(C)C2)c1OC (stereo not drawn)	-14%	-1%	9%	7%	3	0%	0%
Cc1c(/C=N/NC(=O)COc2ccccc2[N+](=O)[O-])c2ccccc2n1C	-14%	0%	-26%	?	13	0%	-7%
CCC(=O)Nc1c(S(=O)(=O)c2ccccc2)c2nc3ccccc3nc2n1Cc1ccccc1	-9%	-9%	-19%	6%	.	1%	-3%
CCN1CCc2c(sc(NC(=O)CSc3ccccc3)c2-c2nc3ccccc3s2)C1	.	0%	.	.	57	.	-2%
CC1(C#CC[N+]2(C)CCCCC2)CCC2C(O1)c1ccccc1OC2(C)C (stereo not drawn)	-2%	?	-1%	-15%	9	-4%	-3%
O=C1C=C(c2ccccc2)C[C@@H](c2ccc(Cl)cc2)C1	31%[activator]	7%	-19%	-4%	-23	.	1%
Cc1cc(Nc2ccc(Br)cc2)n2nc(-c3ccccc3C)nc2n1	.	-3%	.	.	1	.	-6%
Cc1cccc(N(C(=O)Cc2cccs2)C(C(=O)NC2CCCC2)c2ccncc2)c1 (stereo not drawn)	8%	7%	7%	-28%	10	-2%	6%
Cc1ccc(S(=O)(=O)N(C)C[C@H]2Oc3cc(C#Cc4ccccc4)ccc3S(=O)(=O)N([C@H](C)CO)C[C@@H]2C)cc1	-6%	.	.	.	-28	.	2%
CCOc1ccccc1OCCCOc1ccc(C)cc1Br	87%[activator]	?	-1%	-27%	27	-3%	-2%
CC(=O)c1ccc(NC(=O)c2cc(CC(C)C)nc3ccccc23)cc1	17%	-4%	44%	?	-10	-2%	-2%
Cc1ccc(C)c(OCCC(=O)Nc2ccccc2C(=O)NC2CC2)c1	-5%	.	-4%	-9%	-19	.	1%
COc1cccc(-c2nc(S(=O)(=O)c3ccccc3)c(N3CCOCC3)o2)c1	-7%	0%	-24%	?	-13	-3%	15%
COc1cc(SC)ccc1C(=O)NCCOc1c(C)cc(C)cc1C	7%	-1%	25%	.	15	1%	6%
CCc1ccc(-n2c(SCC(=O)N3Cc4ccccc4CC3C(=O)O)nnc2-c2ccncc2)cc1 (stereo not drawn)	-3%	1%	8%	3%	-24	-8%	?
CN(C)c1ccc(C(CNC(=O)c2ccccc2Cl)N2CCc3ccccc32)cc1 (stereo not drawn)	.	-7%	.	.	-13	.	-4%

Overlap with the part before: three compounds, followed by the next part.
Compound	AMA1 RON2 block	AmpC inh detg	AmpC inh no detg	HCV inh	HCMV inh	LmPK inhibitor	Tb PYK inh
COc1cc(SC)ccc1C(=O)NCCOc1c(C)cc(C)cc1C	7%	-1%	25%	.	15	1%	6%
CCc1ccc(-n2c(SCC(=O)N3Cc4ccccc4CC3C(=O)O)nnc2-c2ccncc2)cc1 (stereo not drawn)	-3%	1%	8%	3%	-24	-8%	?
CN(C)c1ccc(C(CNC(=O)c2ccccc2Cl)N2CCc3ccccc32)cc1 (stereo not drawn)	.	-7%	.	.	-13	.	-4%
CC(C)(C)C(=O)O/N=C(\N)c1ccc(Oc2cc(Cl)cc(Cl)c2)c([N+](=O)[O-])c1	-14%	2%	-19%	?	45	9%	4%
CCc1nc2ccc(C(=O)N3CCN(S(=O)(=O)CC)CC3)cn2c1N(C=O)Cc1ccc(OC)cc1	8%	.	.	.	12	.	0%
O=C(CS(=O)(=O)c1ccccc1)Nc1ccc(Cl)cn1	-12%	3%	-43%	4%	-2	-3%	1%
CCOC(=O)C1=CC[C@@H](c2ccc(OC)cc2)N(S(=O)(=O)c2ccc(C)cc2)[C@H]1CC	-2%	.	.	.	-30	.	-3%
COc1cccc(NC(=O)N2CCc3nc(NCc4cccc(Oc5ccccc5)c4)ncc3C2)c1	7%	.	.	.	?	.	3%
COc1ccc(OCC(=O)N2CCCC2=O)c([N+](=O)[O-])c1	-10%	3%	47%	15%	-19	-9%	6%
CNC(=S)N(Cc1ccco1)Cc1cc2cc3c(cc2[nH]c1=O)OCCO3	-12%	-8%	-30%	-5%	111	4%	-16%
CC1Cc2ccccc2N1C(=O)COC(=O)/C=C/c1cccc(F)c1 (stereo not drawn)	-14%	-4%	-30%	-8%	-18	.	-9%
Cc1sc2nc(CSCC(=O)NC3(C#N)CCCCC3)[nH]c(=O)c2c1C	5%	-2%	-42%	-13%	10	.	2%
CCC(Sc1nc2cc(OC)c(OC)cc2c(=O)n1CCc1ccc(OC)c(OC)c1)C(=O)NCCOC (stereo not drawn)	5%	-5%	153%[activator]	?	5	0%	1%
Cc1ccc([C@@H]2CC=C(C(=O)O)[C@H](c3ccc(Br)cc3)N2S(=O)(=O)c2ccccc2C)cc1	-7%	.	-38%	-5%	-29	.	-5%
O=S(=O)(NCC(c1cccs1)S(=O)(=O)c1ccccc1)c1ccc(F)cc1 (stereo not drawn)	.	4%	.	.	-2	.	5%
CCOC(=O)c1c(C)[nH]c(C(=O)COC(=O)c2ccccc2NC(=O)c2ccco2)c1C	-5%	-1%	-24%	?	12	8%	2%
CC(C)N1CCN(C(=O)c2cccc(Cl)c2)CC1	-19%	-8%	-5%	4%	-21	-2%	14%
CCCCn1c(N)c(N(CC(C)C)C(=O)c2ccc(OCc3c(C)noc3C)cc2)c(=O)[nH]c1=O	4%	?	-10%	13%	-21	.	-2%
NC(=O)c1ccc(NC(=O)COC(=O)C2(c3ccccc3F)CCCC2)cc1	-7%	-10%	-52%[11.4 µM]	-20%	91	0%	4%
C=C1CSc2nc(=O)c3c4c(sc3n21)CCCC4	-5%	-10%	-14%	?	-38	5%	5%
CN(C1CCCCC1)S(=O)(=O)c1ccc(S(=O)(=O)N2CCCC2)cc1	-2%	-15%	28%	?	11	1%	4%
CNC(=O)c1ccc(Nc2nnc(-c3ccc(C)c(S(=O)(=O)NCC4CCCO4)c3)c3ccccc23)cc1 (stereo not drawn)	-17%	-13%	131%[activator]	?	-12	2%	-2%
CC(=O)c1ccc(NC(=O)CSc2ccc3nnc(-c4cccnc4)n3n2)cc1	-12%	-2%	-18%	-3%	-6	-1%[11.5 µM]	-3%
N#Cc1c(N)nc2c(c1-c1ccc3c(c1)OCO3)CCc1ccccc1-2	38%[activator][11.6 µM]	-5%	-5%	13µM*	8	0%	-5%
CCOc1ccc2c(c1)sc1nc(C(=O)OC)cc(=O)n12	4%	.	.	-14%	22	.	-6%
CC(C)(C)c1ccc(C(=O)Nc2ccc(Oc3cccnc3)nc2)cc1	3%	-13%	2%	2.8µM*	-66*	3%	3%
NC(=O)COc1ccccc1C(=O)O	0%	4%	-3%	7%	25	-2%	-3%
CC(=O)c1ccc(OCc2cc(C(=O)NC(C)c3cnn(C)c3)no2)cc1 (stereo not drawn)	6%	-2%	13%	-3%	10	6%	-7%
O=C(Cc1c(F)cccc1Cl)NCC1CCCO1 (stereo not drawn)	-2%	-13%	-20%	14%	5	-8%	7%
NC1=C(c2ccc([N+](=O)[O-])cc2)C(=O)CO1	2%	-8%	-27%	4%	3	1%	2%
CCOCC(=O)NCc1ccc2c(c1)cc(C)n2C	0%	-11%	57%	8%	10	-1%	?
CN1CCN(c2ccc(Cl)cc2NC(=O)c2cc(=O)[nH]c3ccccc23)CC1	-6%	-4%	27%	-25%	-98*	.	4%
COc1ccccc1-c1nnc(SCC(=O)Nc2ccc(N3CCOCC3)cc2)n1N	8%	.	-1%	10%	58	.	-1%
O=C(C1CCC(=O)N(C2CC2)C1)N1CCC(Oc2cccc(C(F)(F)F)c2)CC1 (stereo not drawn)	-3%	-3%	236%[activator]	?	?	-8%	0%
CN1CCN(C(=O)c2cc3c(ccc4ccccc43)oc2=O)CC1	9%	-2%	-14%	-7%	-28	-6%	1%
